Screens: PubChem, Broad Institute
NFkB SMM: NF-kappa-B p105 (human) binding; P19838; Small molecule microarray, anti-His fluorescence binding; calls only; actives 1.3% (n = 17,000);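 active means spot fluorescence over background significantly raised, with a chance value under 7% in all four replicate spots of the compound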;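 further: probe protein is his-tagged human p50 processed subunit at 1 µg/ml; raw spot fluorescence signals with no normalization applied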
Target sequence (P19838 1-433 limits assumed): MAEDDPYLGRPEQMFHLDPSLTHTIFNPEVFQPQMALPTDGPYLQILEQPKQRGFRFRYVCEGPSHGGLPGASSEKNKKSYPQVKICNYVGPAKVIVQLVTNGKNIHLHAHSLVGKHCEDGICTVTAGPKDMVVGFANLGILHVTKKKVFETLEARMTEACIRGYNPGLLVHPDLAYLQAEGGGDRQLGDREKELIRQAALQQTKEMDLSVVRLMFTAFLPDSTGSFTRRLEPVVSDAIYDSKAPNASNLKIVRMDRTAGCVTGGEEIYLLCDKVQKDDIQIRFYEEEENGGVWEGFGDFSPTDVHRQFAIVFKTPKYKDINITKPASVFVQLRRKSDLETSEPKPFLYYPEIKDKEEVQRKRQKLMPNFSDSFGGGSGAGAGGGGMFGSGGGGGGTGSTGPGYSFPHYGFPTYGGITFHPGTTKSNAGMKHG
Calls only; i = inactive.

COCCOC(=O)N1C(=O)[C@@]2(c3cc(C#CCC(C(=O)OC)C(=O)OC)ccc31)[C@H](c1ccc(O)cc1)N1[C@H](c3ccccc3)[C@H](c3ccccc3)OC(=O)[C@H]1[C@@H]2C(=O)N1CCc2cc(OC)c(OC)cc2C1
  NFkB SMM: i
C[C@@H]1CN([C@@H](C)CO)C(=O)c2cc(NC(=O)Cc3ccccc3)ccc2O[C@@H](C)CCCCO[C@H]1CN(C)S(=O)(=O)c1cccs1
  NFkB SMM: i
CC(C)NC(=O)Nc1ccc2c(c1)CC(=O)N([C@H](C)CO)C[C@H](C)[C@@H](CN(C)Cc1ccc(-c3ccccc3)cc1)O2
  NFkB SMM: i
CC(C)NC(=O)Nc1ccc2c(c1)C(=O)N([C@H](C)CO)C[C@@H](C)[C@H](CN(C)Cc1ccccc1)OCCCC[C@H](C)O2
  NFkB SMM: i
COc1ccc(COCC23N=C4SCCCN4[C@H](c4ccccc4O2)[C@H]3COC(=O)c2ccccc2)cc1
  NFkB SMM: i
C=CCN1C(=O)[C@@]2(O[C@@H](CCO)[C@H]([Si](C)(C)c3ccc(OC)cc3)[C@H]2C)c2cc(I)ccc21
  NFkB SMM: i
O=C1CC[C@@H]2c3[nH]c4ccc(Br)cc4c3CCN12
  NFkB SMM: i
CS(=O)(=O)N(CC(=O)Nc1ccccc1Sc1ccccc1)c1ccc(F)cc1
  NFkB SMM: i
O=C(Nc1cccc(CCc2ccccn2)c1)c1ccc(Cl)cc1
  NFkB SMM: i
O=C(NCc1ccccc1)C1=C[C@@H](c2csc3ccccc23)C[C@@H](OCc2ccc(CO)cc2)O1
  NFkB SMM: i

COc1cc(O)c2c(=O)c(O[C@@H]3O[C@@H](CO)[C@H](O)[C@H]3O[C@@H]3O[C@@H](C)[C@H](O)[C@@H](O)[C@H]3O)c(-c3ccc(O)cc3)oc2c1
  NFkB SMM: i
C[C@@H]1CCCCO[C@H](CN(C)C(=O)c2ccncc2)[C@@H](C)CN([C@H](C)CO)C(=O)c2cc(NC(=O)CCC(F)(F)F)ccc2O1
  NFkB SMM: i
C[C@H](CO)N1C[C@H](C)[C@H](CN(C)Cc2ccc(C(F)(F)F)cc2)Oc2c(NS(=O)(=O)c3ccc(F)cc3)cccc2C1=O
  NFkB SMM: i
C[C@H]1CN([C@@H](C)CO)C(=O)Cc2cc(NC(=O)NC3CCCCC3)ccc2O[C@@H]1CN(C)C(=O)Nc1cccc2ccccc12
  NFkB SMM: i
COC(=O)C1=C(C)NC2=C(C(=O)c3ccccc32)C1c1ccc(OCc2cccc([N+](=O)[O-])c2)cc1 (configuration not stated)
  NFkB SMM: i
CN(C)C(=O)CSc1nc2sc3c(c2c(=O)[nH]1)CCCC3
  NFkB SMM: i
C[C@H](CO)N1C[C@H](C)[C@@H](CN(C)S(=O)(=O)c2ccc(Oc3ccccc3)cc2)OCc2cn(nn2)CCCC1=O
  NFkB SMM: i
C[C@H](CO)N1C[C@H](C)[C@H](CN(C)Cc2ccccc2)Oc2c(NS(C)(=O)=O)cccc2C1=O
  NFkB SMM: i
O=C(O)C1=C[C@H](c2coc3ccccc3c2=O)C[C@H](OCc2ccc(CO)cc2)O1
  NFkB SMM: i
C[C@H](CO)N1C[C@H](C)[C@@H](CN(C)C(=O)CCC(F)(F)F)OCCCC[C@H](C)Oc2ccc(NS(=O)(=O)c3cccs3)cc2C1=O
  NFkB SMM: i

COc1ccc(S(=O)(=O)N(C)CC(=O)Nc2ccc(C(N)=O)cc2)cc1C
  NFkB SMM: i
C[C@H]1CCCCO[C@H](CN(C)C(=O)C2CCCCC2)[C@@H](C)CN([C@@H](C)CO)C(=O)c2cc(NS(=O)(=O)c3cccs3)ccc2O1
  NFkB SMM: i
COc1ccc(NC(=O)N(C)C[C@H]2OCc3cnnn3CCCC(=O)N([C@H](C)CO)C[C@@H]2C)c(OC)c1
  NFkB SMM: i
COc1cccc(NC(=O)CSc2nc(N)cc(N)n2)c1
  NFkB SMM: i
C[C@H](CO)N1C[C@H](C)[C@@H](CN(C)C(=O)NC2CCCCC2)Oc2ccc(NC(=O)Cc3cn(C)c4ccccc34)cc2CC1=O
  NFkB SMM: i
Cc1ccccc1Cn1ccc(NC(=O)c2nn3c(c2Cl)NC(c2ccccc2)CC3C(F)(F)F)n1 (configuration not stated)
  NFkB SMM: i
CC(C)NC(=O)N(C)C[C@@H]1OCCCC[C@@H](C)Oc2ccc(NC(=O)CCCN(C)C)cc2C(=O)N([C@@H](C)CO)C[C@H]1C
  NFkB SMM: i
CCC1(C)CC(=O)NC1=O (configuration not stated)
  NFkB SMM: i
N#Cc1ccccc1OCC(O)CNCCNC(=O)Nc1ccccc1 (configuration not stated)
  NFkB SMM: i
C[C@@H]1CN([C@H](C)CO)C(=O)c2cc(NS(=O)(=O)c3ccc(Cl)cc3)ccc2O[C@H]1CN(C)C(=O)Nc1ccc(F)cc1
  NFkB SMM: i

Cc1noc(C)c1S(=O)(=O)N(C)C[C@@H]1OCCCC[C@@H](C)Oc2ccc(N(C)C)cc2C(=O)N([C@@H](C)CO)C[C@@H]1C
  NFkB SMM: i
Cc1noc(C)c1NC(=O)N(C)C[C@@H]1Oc2ccc(NS(=O)(=O)c3cn(C)cn3)cc2CC(=O)N([C@H](C)CO)C[C@H]1C
  NFkB SMM: i
Cc1ccc(S(=O)(=O)Nc2ccc3c(c2)CC(=O)N([C@H](C)CO)C[C@H](C)[C@@H](CN(C)S(=O)(=O)c2ccc(F)cc2)O3)cc1
  NFkB SMM: i
C[C@H](CO)N1C[C@H](C)[C@@H](CN(C)C(=O)Nc2ccc3c(c2)OCO3)Oc2ccc(NC(=O)Nc3ccc4c(c3)OCO4)cc2CC1=O
  NFkB SMM: i
CN(C)c1nc(N)nc(CSc2nc3cc(Cl)ccc3o2)n1
  NFkB SMM: i
Cc1noc(C)c1S(=O)(=O)Nc1ccc2c(c1)C(=O)N([C@@H](C)CO)C[C@H](C)[C@H](CN(C)C(=O)Cc1ccccc1)OCCCC[C@@H](C)O2
  NFkB SMM: i
CC(=O)c1c(C)n(CC(=O)O)c2ccccc12
  NFkB SMM: i
CNc1ccccc1C(=O)OC1OC(C)C(O)C(O)C1O (configuration not stated)
  NFkB SMM: i
Cc1cc2c(=O)n(Cc3ccco3)c(SCc3cc(=O)[nH][nH]3)nc2s1
  NFkB SMM: i
CNC[C@H]1Oc2ccc(NC(=O)c3ccncc3)cc2CC(=O)N([C@H](C)CO)C[C@@H]1C
  NFkB SMM: i

Other structures.
Molecule,NFkB SMM
Cc1noc(C)c1S(=O)(=O)Nc1cccc2c1O[C@H](CN(C)Cc1ccc(C(=O)O)cc1)[C@H](C)CN([C@H](C)CO)C2=O,i
CC(C)NC(=O)N(C)C[C@@H]1OCCCC[C@@H](C)Oc2ccc(NC(=O)Nc3ccccc3)cc2C(=O)N([C@@H](C)CO)C[C@H]1C,i
Cc1cc(C)c(S(=O)(=O)N(C)CC(=O)N2CCC(C(N)=O)CC2)c(C)c1,i
C/C1=C/CC(=O)[C@@H](C)C[C@H]2OC(=O)C(CO)=C2CC1,i
COC(=O)C1=C(C)n2nnnc2NC1c1cc2ccccc2o1 (configuration not stated),i
C[C@@H]1C=C(C(=O)NCc2nc3ccccc3[nH]2)O[C@H](OCc2ccc(CO)cc2)C1,i
C[C@@H]1CN([C@@H](C)CO)C(=O)c2cc(NC(=O)Nc3ccc(F)cc3)ccc2O[C@H]1CN(C)Cc1ccncc1,i
CC(C)NC(=O)Nc1ccc2c(c1)C(=O)N([C@H](C)CO)C[C@H](C)[C@@H](CN(C)C)OCCCC[C@@H](C)O2,i
CC(C)c1ccc(NC(=O)CSc2n[nH]c(-c3ccccc3Cl)n2)cc1,i
Cc1ccc(NC(=O)CSc2nnc(-c3ccc(Cl)cc3Cl)n2-c2ccccc2)cc1,i
Cc1noc(C)c1NC(=O)Nc1ccc2c(c1)CC(=O)N([C@@H](C)CO)C[C@@H](C)[C@H](CN(C)S(=O)(=O)c1ccccc1)O2,i
C[C@H](CO)N1C[C@H](C)[C@@H](CN(C)S(=O)(=O)c2ccccc2)Oc2c(NC(=O)Nc3ccc(C(F)(F)F)cc3)cccc2C1=O,i
C[C@H]1CN([C@@H](C)CO)C(=O)Cc2cc(NC(=O)Nc3ccc4c(c3)OCO4)ccc2O[C@@H]1CN(C)CC1CC1,i
C[C@H](CO)N1C[C@H](C)[C@H](CN(C)S(=O)(=O)c2cccs2)Oc2ccc(N(C)C)cc2C1=O,i
CCOc1ccc(OCC(=O)Nc2sc3c(c2C(N)=O)CCC(C)C3)cc1 (configuration not stated),i
C[C@@H]1CCCCO[C@H](CN(C)C(=O)Nc2ccc3c(c2)OCO3)[C@H](C)CN([C@@H](C)CO)C(=O)c2cc(NC(=O)Nc3ccc4c(c3)OCO4)ccc2O1,i
C[C@@H]1CN([C@H](C)CO)C(=O)CCCn2nncc2CO[C@@H]1CN(C)C(=O)Nc1ccc(C(C)(C)C)cc1,i
Cc1noc(C)c1NC(=O)N(C)C[C@@H]1OCCCC[C@@H](C)Oc2ccc(NS(=O)(=O)c3cn(C)cn3)cc2C(=O)N([C@@H](C)CO)C[C@H]1C,i
S=C(NC1CCCCC1)N1CCC(C2C=NC=N2)CC1 (configuration not stated),i
Cc1noc(C)c1S(=O)(=O)Nc1cccc2c1O[C@H](CN(C)C)[C@H](C)CN([C@@H](C)CO)C2=O,i

Later entries
Molecule,NFkB SMM
C[C@@H]1CN([C@@H](C)CO)C(=O)c2cccc(NS(=O)(=O)c3cn(C)cn3)c2O[C@H]1CN(C)C,i
CC(C)NC(=O)Nc1ccc2c(c1)C(=O)N([C@@H](C)CO)C[C@H](C)[C@H](CN(C)S(=O)(=O)c1cn(C)cn1)OCCCC[C@H](C)O2,i
C[C@@H]1CN([C@@H](C)CO)C(=O)Cc2cc(NC(=O)CCN3CCOCC3)ccc2O[C@H]1CN(C)S(=O)(=O)c1cccs1,i
C[C@@H]1CN([C@@H](C)CO)C(=O)c2cc(NS(=O)(=O)c3ccc(Cl)cc3)ccc2O[C@H]1CN(C)C,i
C[C@@H]1CN([C@@H](C)CO)C(=O)c2cccc(NC(=O)c3cnccn3)c2O[C@H]1CN(C)S(=O)(=O)c1cn(C)cn1,i
C[C@H](CO)N1C[C@H](C)[C@H](CN(C)C(=O)Nc2ccc3c(c2)OCO3)Oc2ccc(NC(=O)NC3CCCCC3)cc2C1=O,i
C[C@@H]1CN([C@@H](C)CO)C(=O)Cc2cc(NC(=O)Cc3ccccc3)ccc2O[C@H]1CN(C)CC1CC1,i
C[C@@H]1CN([C@@H](C)CO)C(=O)c2cc(NC(=O)c3ccncc3)ccc2O[C@H]1CN(C)C(=O)Nc1ccc2c(c1)OCO2,i
C[C@H]1CCCCO[C@H](CN(C)Cc2ccccc2)[C@@H](C)CN([C@@H](C)CO)C(=O)c2cc(NS(=O)(=O)c3ccccc3)ccc2O1,i
O=C(Nc1ccccc1)C1=C[C@H](c2coc3ccccc3c2=O)C[C@H](OCCCCO)O1,i
CCOc1ccccc1NC(=O)C1CC(=O)n2ncnc2N1 (configuration not stated),i
COc1ccc(S(=O)(=O)N(C)C[C@@H]2Oc3ccc(NC(=O)Nc4ccc5c(c4)OCO5)cc3CC(=O)N([C@H](C)CO)C[C@@H]2C)cc1,i
Cn1c(SCC(=O)NC23CC4CC(CC(C4)C2)C3)nnc1-c1cccc([N+](=O)[O-])c1,i
C[C@H](CO)N1C[C@H](C)[C@H](CN(C)S(=O)(=O)c2ccc(F)cc2)Oc2ncccc2C1=O,i
CNCC(O)Cn1c2ccccc2c2ccccc21 (configuration not stated),i
C[C@H]1CN([C@@H](C)CO)C(=O)c2cc(NC(=O)Nc3ccc4c(c3)OCO4)ccc2O[C@@H]1CN(C)S(=O)(=O)c1ccc(F)cc1,i
Cc1cccc(NC(=O)CSc2nc3ccccc3c(=O)n2C)c1C,i
O=C(COc1ccc([N+](=O)[O-])cc1)Nc1ccc(N2CCN(C(=O)c3ccco3)CC2)cc1,i
CCCC(O)C#Cc1cnc2c(c1)C(=O)N([C@H](C)CO)C[C@H](C)[C@H](CN(C)C(=O)Nc1cccc3ccccc13)O2 (some centres not stated),i
C[C@@H]1CCCCO[C@@H](CN(C)C(=O)c2ccncc2)[C@@H](C)CN([C@H](C)CO)C(=O)c2cc(NC(=O)Cc3ccccc3)ccc2O1,i

Compounds above containing an aryl thioether with sulfur outside any ring:
Molecule,NFkB SMM
CS(=O)(=O)N(CC(=O)Nc1ccccc1Sc1ccccc1)c1ccc(F)cc1,i
CN(C)C(=O)CSc1nc2sc3c(c2c(=O)[nH]1)CCCC3,i
COc1cccc(NC(=O)CSc2nc(N)cc(N)n2)c1,i
CN(C)c1nc(N)nc(CSc2nc3cc(Cl)ccc3o2)n1,i
Cc1cc2c(=O)n(Cc3ccco3)c(SCc3cc(=O)[nH][nH]3)nc2s1,i
CC(C)c1ccc(NC(=O)CSc2n[nH]c(-c3ccccc3Cl)n2)cc1,i
Cc1ccc(NC(=O)CSc2nnc(-c3ccc(Cl)cc3Cl)n2-c2ccccc2)cc1,i
Cn1c(SCC(=O)NC23CC4CC(CC(C4)C2)C3)nnc1-c1cccc([N+](=O)[O-])c1,i
Cc1cccc(NC(=O)CSc2nc3ccccc3c(=O)n2C)c1C,i

Carrying on:
Molecule,NFkB SMM
C[C@H](CO)N1C[C@H](C)[C@H](CN(C)C(=O)Nc2cccc3ccccc23)Oc2ccc(NC(=O)C3CC3)cc2C1=O,i
COc1ccc(S(=O)(=O)N(C)C[C@@H]2Oc3c(NC(=O)NC4CCCCC4)cccc3C(=O)N([C@H](C)CO)C[C@@H]2C)cc1,i
C[C@@H]1CN([C@@H](C)CO)C(=O)c2cc(NC(=O)c3ccncc3)ccc2O[C@@H](C)CCCCO[C@H]1CN(C)C(=O)CCC(F)(F)F,i
C[C@H](CO)N1C[C@H](C)[C@@H](CN(C)Cc2ccc(C(F)(F)F)cc2)Oc2c(NS(=O)(=O)c3ccc(F)cc3)cccc2C1=O,i
Cc1noc(C)c1NC(=O)N(C)C[C@@H]1Oc2ccc(NC(=O)Nc3cccc4ccccc34)cc2C(=O)N([C@H](C)CO)C[C@H]1C,i
CNC[C@H]1Oc2c(N)cccc2C(=O)N([C@@H](C)CO)C[C@H]1C,i
O=C(CSc1nc2c(c(=O)n1Cc1ccco1)C1(CCCC1)Cc1ccccc1-2)c1cccs1,i
O=C(CSc1ccc([N+](=O)[O-])cn1)N1CCc2ccccc21,i

Only part of the results is shown; the hit share may differ from the screen's.
